Assay outcomes: PubChem BioAssay, Broad Institute
esBAF inh = blocks esBAF chromatin remodeling in mouse ES cells; Bmi1-luciferase knock-in reporter, 24 h; 100% = twice the neutral-well signal; reporter increase, % at 12.5 µM; 350,000 tested, 2% active; in the data active = activation above about 40%; inconclusive = no clear call, values can overlap the other calls;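 note: 0% = median of the plate's neutral control wells and 100% = double that signal; a rise in the Bmi1 reporter signal indicates esBAF inhibition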
RAD54 inh = blocks human RAD54 Holliday junction branch migration; FAM/BHQ fluorescence; inhibition, % at 10.4 µM; 360,000 tested, 0.14% active;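 active = mean normalized replicate activity at least 40 and at least half of replicates scoring 40 or more; inconclusive = only one of the two criteria met; inactive = mean below 40 and under half of replicates reaching 40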;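 note: 0% = median of neutral control wells and 100% = median of positive control wells; inhibitors cause a drop in the FAM fluorescence signal; in these data hits start at about 50%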
Target sequence (Q92698 whole entry, looked up): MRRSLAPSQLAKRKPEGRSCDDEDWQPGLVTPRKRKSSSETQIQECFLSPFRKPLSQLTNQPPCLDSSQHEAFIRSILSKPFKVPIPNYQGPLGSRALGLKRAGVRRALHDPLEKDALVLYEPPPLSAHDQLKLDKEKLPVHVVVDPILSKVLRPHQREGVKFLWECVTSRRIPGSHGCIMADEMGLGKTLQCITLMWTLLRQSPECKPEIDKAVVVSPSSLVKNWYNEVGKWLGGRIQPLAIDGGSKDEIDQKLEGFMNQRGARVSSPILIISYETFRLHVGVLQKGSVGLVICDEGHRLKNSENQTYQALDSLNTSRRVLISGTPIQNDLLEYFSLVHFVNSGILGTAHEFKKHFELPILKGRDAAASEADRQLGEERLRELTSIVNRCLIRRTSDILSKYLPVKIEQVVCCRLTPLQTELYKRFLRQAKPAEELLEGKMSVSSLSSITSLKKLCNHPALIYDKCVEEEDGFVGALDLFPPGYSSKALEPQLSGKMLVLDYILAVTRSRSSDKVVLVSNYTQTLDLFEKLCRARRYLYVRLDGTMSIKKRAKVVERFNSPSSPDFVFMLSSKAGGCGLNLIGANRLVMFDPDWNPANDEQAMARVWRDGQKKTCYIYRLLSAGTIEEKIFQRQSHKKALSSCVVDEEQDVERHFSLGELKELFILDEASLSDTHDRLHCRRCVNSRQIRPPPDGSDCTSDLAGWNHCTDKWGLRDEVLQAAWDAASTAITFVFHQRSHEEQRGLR
* = called active by the depositor; ? = inconclusive.

SMILES | esBAF inh | RAD54 inh
C=CCN(CCNP(=O)(OCC)OCC)CP(=O)(OCC)OCC | -5 | -2
CCCCN(CC)C(=O)CN(C)S(=O)(=O)c1cccc2nsnc12 | -2 | -11
Cc1ccc(CNC(=O)C2CCN(S(=O)(=O)c3cccs3)CC2)o1 | -2 | 1
CCOC(=O)C1=C(C)N(C)C(=O)NC1c1ccc(C)s1 (centres undefined) | 6 | 9
O=c1[nH][nH]c(-c2ccccc2)c1C=Nc1ccccc1 | 6 | -9
CCC1(C)Cc2c(sc3c2c(=O)n(C)c2nnc(SCCc4ccccc4)n32)CO1 (centres undefined) | -4 | 7
N#CCSc1ncnc2c1cnn2CCO | -11 | -1
CCC(CC)C(=O)Nc1cc(C(=O)OC)cc(C(=O)OC)c1 | -6 | 2
CCn1c(C(=O)N2CCC(Cc3ccccc3)CC2)cc2sccc21 | -6 | 6
COc1ccccc1C(=O)N(CN1CCCC1=O)c1cccc(Cl)c1 | -4 | -3
CCn1c(C)[n+](CC(O)COCC2CC=CCC2)c2ccccc21 (centres undefined) | 13 | 12
COc1cccc(-c2cc(C(F)(F)F)n3ncc(S(=O)(=O)c4ccccc4)c3n2)c1 | 0 | 0
CCOC(=O)C1=C(C)NC2=C(C(=O)CC(C)(C)C2)C1c1ccsc1 (centres undefined) | 1 | 0
CCCN1C(=O)/C(=C/c2ccc(C)o2)SC1=Nc1ccc(OC)cc1 | -11 | -1
CCOC(=O)C1=C(CN2CCN(c3ccc(F)cc3)CC2)NC(=O)NC1c1cccs1 (centres undefined) | -3 | 0
O=C(O)C1CCCCC1C(=O)Nc1ccc2c(c1)OCCO2 (centres undefined) | 0 | -1
CCOC(=O)C1=C(N)N2C(=O)C(C)SC2=C(C(=O)OC)C1c1ccccc1OC (centres undefined) | -1 | -4
COc1ccc(C(=S)Nc2ccc(N(C)C)cc2)cc1 | 12 | -9
NS(=O)(=O)c1ccc(CCNc2ncnc3c2c(-c2ccccc2)cn3-c2ccc(F)cc2)cc1 | 2 | -5
COc1ccc(N2CCN(C(=O)CCNS(=O)(=O)c3cccs3)CC2)cc1 | 12 | 7
COC(=O)CCc1c(C)c(C#N)c2nc3ccccc3n2c1N1CCCC1 | -3 | -1
CCn1c(CNc2ccc(Cl)cc2)nnc1SCc1ccc(C)cc1 | -1 | 10
O=C(O)Cn1cc2c(n1)CCCC2 | 4 | 0
Cc1ccc(NC(=O)C2CCCN2C(=O)Oc2ccccc2)cc1C (centres undefined) | 2 | 4
CC1(C)CC(CCNC(=O)c2ccc(-n3cnnn3)cc2)CC(C)(C)N1 | 3 | -11

Later entries
SMILES | esBAF inh | RAD54 inh
COC(=O)Cn1c(CN2CCC(Cc3ccccc3)CC2)nc2c1c(=O)n(C)c(=O)n2C | 6 | -6
CCOC(=O)CSc1nnc(CNC(=O)c2cccs2)n1-c1cccc(C)c1 | 3 | -3
O=C(NCCNS(=O)(=O)c1ccc(Cl)cc1)c1cc(OCC(F)(F)F)ccc1OCC(F)(F)F | 6 | -7
N#CCSc1ncccc1-c1nc2ccccc2[nH]1 | 3 | 8
CC12CCCCC1c1ccccc1C(=NCC(=O)O)N2 (centres undefined) | 1 | 4
O=C1c2ccccc2C(=O)N1CSc1nnnn1-c1ccccc1 | 4 | -6
Cc1ccc(-n2nnnc2-c2cnn(-c3ccc(F)cc3)c2C(F)(F)F)cc1 | -35 | 4
COc1ccc(NC(=O)CN2c3cccc4cccc(c34)S2(=O)=O)cc1 | 0 | 1
CCOC(=O)N1CCN(C(=O)CN(c2ccc(C)cc2)S(=O)(=O)c2c(C)noc2C)CC1 | -8 | -2
COc1ccc(NC(=O)C(c2ccc(OC)cc2)N(C)C(=O)CNC(C)=O)cc1 (centres undefined) | 3 | 3
O=C(Nc1ccc(F)cc1)N1CCC(c2nc3c(nnn3Cc3cccc(Cl)c3)c(=O)[nH]2)CC1 | 2 | 0
O=C(CSc1nnnn1-c1cccc(F)c1)Nc1nc2ccccc2s1 | -9 | -16
CC(c1ccccc1)n1c(-c2ccc(C(C)(C)C)cc2)n[nH]c1=S (centres undefined) | 5 | 3
O=C(c1c(F)c(F)c(F)c(F)c1F)N1CCN(c2cccc(C(F)(F)F)c2)CC1 | -6 | -1
CCOC(=O)C(=CNc1ncccc1C)C(=O)OCC | 1 | -6
O=C(O)CCCCCNS(=O)(=O)c1c(Cl)cccc1Cl | -10 | 3
Cc1cccc(-n2nnnc2SCn2nnc3ccccc3c2=O)c1 | 28 | -3
Cc1cccc(N(CC(=O)N=Nc2c(O)[nH]c3ccccc23)S(C)(=O)=O)c1C | 1 | 6
O=C(CSCc1ccccc1Cl)Nc1ccc2c(c1)OCCO2 | -24 | -4
CCCc1ccc(C(=O)CCC(=O)O)cc1 | 2 | -7
CC(=O)n1c2ccccc2c2nc(NC(C)C)sc21 | 21 | -3
O=C(c1ccco1)N1CCN(c2ncnc3sc4c(c23)CCC4)CC1 | -9 | -3
CCOc1cc(CNCCO)cc(Br)c1OCc1ccc(Cl)cc1 | -10 | 21
CCN(CC)c1ccc2c(C)c(-c3ccc(N)cc3)c(=O)oc2c1 | 13 | -9
Cc1nc2sc(C(c3ccco3)N3CCC4(CC3)OCCO4)c(O)n2n1 (centres undefined) | -5 | -1

Copied from above, 22 compounds:
SMILES | esBAF inh | RAD54 inh
O=C(NCCNS(=O)(=O)c1ccc(Cl)cc1)c1cc(OCC(F)(F)F)ccc1OCC(F)(F)F | 6 | -7
N#CCSc1ncccc1-c1nc2ccccc2[nH]1 | 3 | 8
CC12CCCCC1c1ccccc1C(=NCC(=O)O)N2 (centres undefined) | 1 | 4
O=C1c2ccccc2C(=O)N1CSc1nnnn1-c1ccccc1 | 4 | -6
Cc1ccc(-n2nnnc2-c2cnn(-c3ccc(F)cc3)c2C(F)(F)F)cc1 | -35 | 4
COc1ccc(NC(=O)CN2c3cccc4cccc(c34)S2(=O)=O)cc1 | 0 | 1
CCOC(=O)N1CCN(C(=O)CN(c2ccc(C)cc2)S(=O)(=O)c2c(C)noc2C)CC1 | -8 | -2
COc1ccc(NC(=O)C(c2ccc(OC)cc2)N(C)C(=O)CNC(C)=O)cc1 (centres undefined) | 3 | 3
O=C(Nc1ccc(F)cc1)N1CCC(c2nc3c(nnn3Cc3cccc(Cl)c3)c(=O)[nH]2)CC1 | 2 | 0
O=C(CSc1nnnn1-c1cccc(F)c1)Nc1nc2ccccc2s1 | -9 | -16
CC(c1ccccc1)n1c(-c2ccc(C(C)(C)C)cc2)n[nH]c1=S (centres undefined) | 5 | 3
O=C(c1c(F)c(F)c(F)c(F)c1F)N1CCN(c2cccc(C(F)(F)F)c2)CC1 | -6 | -1
CCOC(=O)C(=CNc1ncccc1C)C(=O)OCC | 1 | -6
O=C(O)CCCCCNS(=O)(=O)c1c(Cl)cccc1Cl | -10 | 3
Cc1cccc(-n2nnnc2SCn2nnc3ccccc3c2=O)c1 | 28 | -3
Cc1cccc(N(CC(=O)N=Nc2c(O)[nH]c3ccccc23)S(C)(=O)=O)c1C | 1 | 6
O=C(CSCc1ccccc1Cl)Nc1ccc2c(c1)OCCO2 | -24 | -4
CCCc1ccc(C(=O)CCC(=O)O)cc1 | 2 | -7
CC(=O)n1c2ccccc2c2nc(NC(C)C)sc21 | 21 | -3
O=C(c1ccco1)N1CCN(c2ncnc3sc4c(c23)CCC4)CC1 | -9 | -3
CCOc1cc(CNCCO)cc(Br)c1OCc1ccc(Cl)cc1 | -10 | 21
CCN(CC)c1ccc2c(C)c(-c3ccc(N)cc3)c(=O)oc2c1 | 13 | -9

(continued)
SMILES | esBAF inh | RAD54 inh
C(=N\Nc1ccc(-n2ccnc2)nn1)/c1ccccc1 | -3 | 3
CCOC(=O)/C=C1\SCC(=O)N1CC(=O)Nc1ccccc1OC(F)F | -14 | 1
Cc1ccc(NCc2nnc(SCC(=O)Nc3cccc(O)c3)n2CC2CCCO2)c(C)c1 (centres undefined) | -5 | -4
O=C(CNC(=O)c1ccccc1)NCC(=O)OCc1ccc(Cl)cc1 | -4 | 4
COc1ccc(OC)c(N(CC(=O)N2CCC(C)CC2)S(=O)(=O)c2ccccc2)c1 | -3 | -1
CCCN(CCC)C(=O)c1c(NC(=O)CC)sc2c1CCCCC2 | -1 | -12
Cc1nc(CSc2nc3[nH]ncc3c(=O)n2-c2ccccc2)cs1 | -6 | 1
O=C(COc1ccc(/C=N/NS(=O)(=O)c2ccccc2)cc1)Nc1cccc(Cl)c1 | -4 | -4
Cc1cnn(C(=S)NCCc2ccccc2)c1 | 46* | 2
CCOC(=O)c1[nH]c(C)c(C(=O)OCC(=O)N2c3ccccc3CC2C)c1C (centres undefined) | 0 | 15
c1ccc(-c2noc(-c3cccc4ccccc34)n2)cc1 | 76* | -16
COc1ccc(N2C(=O)CC(N3CCC(O)(c4ccc(Cl)cc4)CC3)C2=O)cc1 (centres undefined) | 5 | -1
Cc1c(C(=O)O)sc(=S)n1-c1ccccc1 | -27 | -3
CSc1nc(C)cc(C)c1C(N)=O | 4 | 1
COc1cc(SC)ccc1C(=O)Nc1ccccc1 | ? | -9
Cc1onc(-c2ccccc2)c1C(=O)N1CCN(C)CC1 | -1 | -5
COc1ccc(CC/C(=N\O)C2(O)CCCCC2)cc1 | 13 | -9
COCCNC(=O)c1ccccc1NC(=O)CN(c1ccc2c(c1)OCO2)S(C)(=O)=O | 7 | 1
O=C(NCCN1CCOCC1)c1ccccc1-c1ccccc1 | 5 | 0
COc1cccc(C(=O)NC(=S)Nc2ccc3c4c(cccc24)CC3)c1 | 19 | -6
Cc1ccc(CN2C(=O)CCC2C(=O)NCCN2CCOCC2)cc1 (centres undefined) | -5 | -7
Cc1cc(NC(=O)c2cnn3c(C(F)F)cc(C4CC4)nc23)no1 | 3 | 5
CCOc1ccccc1NC(=O)CSCC(=O)Nc1ccccc1 | -4 | 4
O=C(Nc1ccccc1)NC1(C(=O)NCc2ccc3c(c2)OCO3)CCCCC1 | 2 | 1
Cc1ccc(NC(=O)c2ccc(CSc3nnc(C)s3)cc2)cc1 | 17 | 2

Further structures.
SMILES | esBAF inh | RAD54 inh
CCOc1ccccc1-n1c(CNc2ccc(F)cc2)nnc1SCC(=O)NCc1ccco1 | -1 | -5
O=C(CNS(=O)(=O)c1ccc(F)cc1)N1CCN(c2ccc(F)cc2)CC1 | -3 | 16
CCC(c1nnnn1Cc1ccccc1)N1CCN(C(=O)c2ccco2)CC1 (centres undefined) | -7 | 3
Cc1ccsc1C(=O)N1CC(=O)Nc2ccccc21 | -2 | 3
CC(=O)Nc1ccc(N(C(=O)c2cnccn2)C(C(=O)NC2CCCCC2)c2ccc(O)cc2)cc1 (centres undefined) | 13 | -1
Cc1noc(C)c1S(=O)(=O)Nc1ccc(C(=O)N2CCN(c3cccc(Cl)c3)CC2)cc1 | -8 | -4
Cc1ccc(C(=O)C2C(=O)c3ccccc3C2=O)cc1 | -6 | 3
O=C(Nc1ccccc1)c1cc(-n2cnnc2)ccc1Cl | -8 | -13
CCc1ccc2nc(NC(=O)CCCc3cccs3)sc2c1 | 0 | 1
CCCOC(=O)CSC1=C(C#N)C(c2ccc3c(c2)OCO3)CC(=O)N1 (centres undefined) | -9 | 9
O=C(NCc1ccco1)C(C(=O)c1ccccc1)n1ccccc1=O (centres undefined) | -5 | -6
O=C(Nc1ccc2c(c1)OCCO2)C1CCCN(S(=O)(=O)Cc2ccccc2)C1 (centres undefined) | 2 | 14
O=c1oc2cc(Oc3ccc(C(F)(F)F)cc3[N+](=O)[O-])ccc2c2c1CCCC2 | -9 | -5
Cc1cc(C)c2nc(SCC(=O)N3CC(=O)Nc4ccccc43)c(C#N)cc2c1 | -23 | -16
CC/C(=N\O)c1ccc(O)c(OC)c1 | -4 | -6
COc1cc2c(cc1OC)CN(C(=O)c1cccs1)CC2 | 1 | -11
C=CCn1c(SCC(=O)NC)nc2sc3c(c2c1=O)CCC3 | 6 | 1
CC(=O)Nc1ccc(S(=O)(=O)N2CCN(CCCOc3cc(C)ccc3C)CC2)cc1 | -6 | 3
Cc1ccc(-c2nnc(Sc3nc4ccccc4o3)c3ccccc23)cc1 | 39 | 3
COc1ccc(-c2nnn(CC(=O)c3c[nH]c4ccccc34)n2)cc1OC | -1 | 2
O=S(=O)(c1cc(Cl)ccc1Br)N1CCOCC1 | 2 | 9
COCCN1C(=O)c2ccccc2C(C(=O)NCC2CCCO2)C1c1c[nH]c2ccccc12 (centres undefined) | -1 | -5
CCOc1cc2[nH]c(=S)n(C(C)C)c(=O)c2cc1OCC | -1 | 4
COc1cccc(/C=N/NC(=O)C(=O)N2CCCC2)c1OC | 5 | -4
Cc1cc(C(=O)Nc2cc(C)n(Cc3ccc(Cl)cc3)n2)no1 | 2 | -2

The list continues:
SMILES | esBAF inh | RAD54 inh
CC1CC(C)CN(CCCNC(=O)COc2cc(=O)n(C)c3ccccc23)C1 (centres undefined) | -1 | 3
COC(=O)c1[nH]nc2c1C(=O)N(C1CCCCC1)C2=O | -5 | 4
COc1cc(C(=O)Oc2cccc(C=O)c2)cc(OC)c1OC | -1 | -1
Oc1ccc(Br)cc1-c1nc2cnccn2c1NC1CCCC1 | -1 | 3
CSc1nc2ccc(Cl)cc2[nH]1 | 10 | 3
CC(C)CCNC(=O)NC(=O)CSc1nnc(COc2ccccc2Cl)o1 | -13 | -8
CS(=O)(=O)c1ccc(Cl)c(NC(=O)C2CC(=O)N(Cc3ccccc3)C2)c1 (centres undefined) | 2 | -2
CS(=O)(=O)N(CC(=O)NCc1ccccc1)C1CCCCC1 | 0 | 2
O=C(CS(=O)c1ccc(C(F)(F)F)cc1[N+](=O)[O-])Oc1ccc(Cl)cc1 (centres undefined) | 10 | -5
COc1cccc(OCc2cc(C(=O)N3CCN(C)C(c4ccccc4)C3)no2)c1 (centres undefined) | 26 | -1
Cc1ccnc(NS(=O)(=O)c2ccc(Oc3ccccc3)cc2)c1 | 6 | 0
Cc1ccc(NC(=O)c2cc(-n3cnnc3)ccc2Cl)cc1 | 3 | 4
CC(C)CCn1c(SCCc2ccccc2)nc2c1c(=O)[nH]c(=O)n2C | 2 | -4

The list is partial; the hit share may differ from the screen's.
